JMJD2A Tudor: qHTS Assay for Inhibitors of JMJD2A-Tudor Domain. AlphaScreen JMJD2A-Tudor / H3K4me3 peptide binding. Potency, µM (top dose mostly 114 µM), for the others: at the highest dose activity change, negative = inhibition, actives largely listed as inhibitors. 390,000 tested, 4.4% active. AID 504339, 2011; also: potency is read from the fitted curve at half-maximal effect; % is scaled to controls: 0 for no effect and ±100 for the full control effect; nearly all actives have a fitted effect of over 50% in size
Pol eta inh: qHTS for Inhibitors of Polymerase Eta | DNA polymerase eta (Homo sapiens), Q9Y253 | recombinant Pol eta, fluorescent DNA replication assay | Potency, µM (titrated, usually from 114 µM), for inactives: at the top dose activity change, negative = inhibition, usual class: inhibitors | 390,000 tested, 1.2% active | AID 588591, 2011; also: potency is read from the fitted curve at half-maximal effect; % is scaled to controls: 0 for no effect and ±100 for the full control effect
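Pol eta at 10 nM preincubated with compounds 15 min at room temperature; reaction started with fluorescent substrate (50 nM final) and read kinetically at 0 and 10 min.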
PI4K2A inh: qHTS for small molecular inhibitors of PI4K2A | Phosphatidylinositol 4-kinase type 2-alpha (Homo sapiens), Q9BTU6 | purified PI4K2A, ADP-Glo luminescence, 1 h; stronger effect = lower value | activity change, negative = inhibition, % at 76.9 µM | 420,000 tested, 0.13% active; in the data active = activity change below about -50%; inconclusive = mostly about -30% to -49%;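 also: -100% = wells without enzyme as full effect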
Target sequence (Q9BTU6 whole entry, looked up): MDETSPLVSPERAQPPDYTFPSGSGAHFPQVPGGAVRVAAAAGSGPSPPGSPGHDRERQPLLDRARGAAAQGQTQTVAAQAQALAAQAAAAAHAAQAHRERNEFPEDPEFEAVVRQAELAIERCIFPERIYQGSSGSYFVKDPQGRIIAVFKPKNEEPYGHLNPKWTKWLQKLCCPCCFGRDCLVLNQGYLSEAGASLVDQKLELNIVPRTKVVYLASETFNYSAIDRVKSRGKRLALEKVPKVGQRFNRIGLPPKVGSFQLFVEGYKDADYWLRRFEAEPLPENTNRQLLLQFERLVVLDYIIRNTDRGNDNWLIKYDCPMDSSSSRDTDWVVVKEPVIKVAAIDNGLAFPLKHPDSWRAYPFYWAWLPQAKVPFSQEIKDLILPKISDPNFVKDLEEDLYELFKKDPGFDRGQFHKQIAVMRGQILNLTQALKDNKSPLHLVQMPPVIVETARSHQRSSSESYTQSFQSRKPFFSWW
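ADP-Glo luminescence measured ADP generated by PI4K2A enzyme (4 ug/mL before mixing) with 1.2 mM PI substrate (pre-mix) and 300 microM ATP (pre-mix). Tris pH7.5 buffer with MgCl2, Triton X-100; 1 h reaction at ambient temperature.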
G9a inh: qHTS Assay for Inhibitors of Histone Lysine Methyltransferase G9a; Histone-lysine N-methyltransferase EHMT2 (Homo sapiens), Q96KQ7; G9a H3K9 monomethylation, AlphaScreen, 2 h; Potency, µM (highest dose often 102 µM), without a hit: top-dose activity, negative = inhibition, hits mostly inhibitors; 350,000 tested, 8.8% active; also: potency is read from the fitted curve at half-maximal effect; % is scaled to controls: 0 for no effect and ±100 for the full control effect; nearly all actives have a fitted effect of over 75% in size
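Signal arises when biotinylated H3K9 peptide, once monomethylated, bridges streptavidin donor and antibody-captured acceptor beads. Enzyme at 20 nM was preincubated 15 min with test compounds; peptide 500 nM and SAM 20 uM then reacted for 2 h.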
BAZ2B block: qHTS Assay for Inhibitors of BAZ2B; 360,000 tested, 4.4% active; AlphaScreen BAZ2B-H3K14Ac peptide displacement; Potency, µM (top dose mostly 114 µM), without a hit: top-dose activity change, negative = inhibition, usual class: inhibitors; AID 504333, 2011; Bromodomain adjacent to zinc finger domain protein 2B (Homo sapiens), Q9UIF8; also: potency is read from the fitted curve at half-maximal effect; % is scaled to controls: 0 for no effect and ±100 for the full control effect; nearly all actives have a fitted effect of over 60% in size
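BAZ2B 50 nM plus b-H3(5-23)K14Ac 50 nM, PBS pH 7.4/0.01% Tween-20, 30 min RT; compound added (max 110 uM), 30 min RT; streptavidin donor/Ni-chelate acceptor beads 10 ug/mL final, 20 min dark; AlphaScreen read.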
HP1b chromo inh: HTS for Inhibitors of HP1-beta Chromodomain Interactions with Methylated Histone Tails; Potency, µM (titrated, usually from 114 µM), for inactives: at the highest dose activity change, negative = inhibition, actives largely listed as inhibitors; AID 540317, 2011; 390,000 tested, 0.56% active; AlphaScreen HP1-beta / biotin-H3K9me3 peptide binding; also: potency is read from the fitted curve at half-maximal effect; nearly all actives have a fitted effect of over 70% in size; inactives centre near 23
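AlphaScreen: HP1-beta (50 nM) preformed 30 min with biotin-H3(1-18)K9me3 peptide (50 nM) in PBS pH 7.4, 0.01% Tween-20. Compound added for 30 min at RT, then streptavidin donor/nickel chelate acceptor beads (10 ug/mL) for 30 min.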
GLS inhibitor: qHTS for Inhibitors of Glutaminase (GLS) | Potency, µM (titrated, usually from 45.5 µM), without a hit: at the highest dose activity change, negative = inhibition, most hits filed as inhibitors | GLS enzymatic activity, qHTS titration | 410,000 tested, 0.21% active; also: potency is read from the fitted curve at half-maximal effect; % is scaled to controls: 0 for no effect and ±100 for the full control effect
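Enzyme dispensed in phosphate buffer (45 mM, pH 8.2, 0.02% Tween-20), compounds pinned in, then 1 mM L-glutamine solution and the glutamate oxidase–HRP–Amplex Red mix added; fluorescence read immediately and again after 30 min at room temperature.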
PGK inhibitor: qHTS Assay to Find Inhibitors of Phosphoglycerate Kinase | PGK/GAPDH coupled, Kinase-Glo luminescence, 60 min | Phosphoglycerate kinase, glycosomal (Trypanosoma brucei brucei), P07378 | Potency, µM (titrated, usually from 57.5 µM), inactives show top-dose activity change, negative = inhibition, hits mostly inhibitors | 380,000 tested, 0.043% active; also: potency is read from the fitted curve at half-maximal effect; % is scaled to controls: 0 for no effect and ±100 for the full control effect; nearly all actives have a fitted effect of over 60% in size
Target sequence (P07378 whole entry, looked up): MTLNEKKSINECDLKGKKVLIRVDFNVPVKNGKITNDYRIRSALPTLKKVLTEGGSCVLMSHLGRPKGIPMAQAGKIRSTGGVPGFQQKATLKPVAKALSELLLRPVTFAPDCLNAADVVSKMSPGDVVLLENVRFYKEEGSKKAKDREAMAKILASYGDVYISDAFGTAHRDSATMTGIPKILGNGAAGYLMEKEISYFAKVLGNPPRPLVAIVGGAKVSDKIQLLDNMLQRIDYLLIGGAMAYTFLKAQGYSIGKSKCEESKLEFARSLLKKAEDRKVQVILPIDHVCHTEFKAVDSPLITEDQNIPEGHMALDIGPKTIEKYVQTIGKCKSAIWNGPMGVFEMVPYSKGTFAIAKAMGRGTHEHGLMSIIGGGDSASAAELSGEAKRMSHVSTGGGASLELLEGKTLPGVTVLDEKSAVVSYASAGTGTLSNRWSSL
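Luminescent ATP detection (Kinase-Glo Plus) follows a 60-minute room-temperature incubation, with wells lacking PGK as controls. Buffer: 100 mM TEA (pH 7.6), 5 mM MgCl2, 0.01% Tween-20. Coupling enzyme GAPDH (100 nM final) supplies unstable 1,3-BPG in-well.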
Pin1 inh: qHTS Assay to Find Inhibitors of Pin1 | Pin1 FP peptide displacement, HiFluor488, 10 min | Peptidyl-prolyl cis-trans isomerase NIMA-interacting 1 (Homo sapiens), Q13526 | 390,000 tested, 0.009% active | Potency, µM (top dose mostly 115 µM), for the others: at the top dose activity, negative = inhibition, hits mostly inhibitors; active = well fitted inhibition curve with a large enough effect in the polarisation, with a control signal flat, not every such curve was filed as active; inconclusive = small, poorly fitted or top-dose-only effect, or effect the other way, or a change in a side signal; inactive = no such curve, though single readings can be large or run the other way; the % refers to the polarisation; also: potency is read from the fitted curve at half-maximal effect; % is scaled to controls: 0 for no effect and ±100 for the full control effect
Target sequence (Q13526 whole entry, looked up): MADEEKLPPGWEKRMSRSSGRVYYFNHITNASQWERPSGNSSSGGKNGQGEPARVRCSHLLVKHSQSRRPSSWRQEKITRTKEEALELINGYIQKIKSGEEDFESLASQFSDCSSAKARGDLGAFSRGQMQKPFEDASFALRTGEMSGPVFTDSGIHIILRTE
Numbers without * were called inactive; i = inactive; ? = inconclusive; nt = not tested or not shown; & = joins results of further samples; [ ] = another dose, or the depositor's remark. Unless noted, calls follow the shape of the dose curve; as a rule, active = well fitted curve in the direction sought with a large enough effect; inconclusive = small, poorly fitted or top-dose-only effect, or another doubt; inactive = no such curve, though single readings can be large; an effect the other way counts as inactive or inconclusive.

SMILES | JMJD2A Tudor | Pol eta inh | PI4K2A inh | G9a inh | BAZ2B block | HP1b chromo inh | GLS inhibitor | PGK inhibitor | Pin1 inh
COc1nc(NS(=O)(=O)c2ccc(C)cc2)nc(C)c1Cl | -6% | -1% | -1 | -20%[59 µM] | -5% | 59%[activator] | 13% | -1% | 0%
C[C@H](CO)N1C[C@H](C)[C@@H](CN(C)S(=O)(=O)c2ccccc2F)OCc2cnnn2CCCC1=O | nt | -6% | 7 | nt | nt | nt | 2% | 2% | nt
CCc1ccc(/C=N/NC(=O)c2cc(C3CC3)nc3ccc(Br)cc23)s1 | -2% | -14% | 4 | 29%[59 µM] | 8% | 43% | -1% | -2% | 10%
CCOC(=O)c1c(C)[nH]c(C(=O)COC(=O)c2ccc(O)cc2O)c1C | -12% | -4% | -2 | nt | -6% | 33% | -1% | -1% | 7%
Cc1onc(C(=O)NC2CCCCC2)c1[N+](=O)[O-] | -16% | 3% | 0 | 12% | -3% | 55% | 1% | -2% | -6%
CCOc1cc(CNc2ccc3c(c2)OCCO3)cc(Br)c1OCC | 45µM* | -2% | -7 | nt | 25µM* | -76% | 7% | -1% | ?
Cn1c(=O)c2c(-c3ccccc3Cl)n(-c3cc(Cl)ccc3O)cc2n(C)c1=O | -30% | -15% | 0 | -45%[59 µM] | ? | 3% | -3% | -3% | 5%
CCOC(=O)N1CCN(S(=O)(=O)c2ccc(F)cc2)CC1 | 2% | 1% | 3 | -4% | 3% | 17% | -1% | 2%[11.5 µM] | 7%
COC(=O)c1ccc(/C=C2/SC(=S)N(CCCC(=O)Nc3ccc(O)cc3)C2=O)cc1 | -21% | -1% | 7 | 20% | -14% | 12% | 8% | 0% | 1%
COc1ccccc1/C=C/C=C1\Oc2c(ccc(O)c2CN(C)C)C1=O | 2%[11.4 µM] | -17% | 6 | 6% | -25% | 1% | -2% | -1% | ?
O=C(COC(=O)/C=C/c1cccc([N+](=O)[O-])c1)NCC1CCCO1 (centres undefined) | -15% | -4% | 3 | 9% | nt | 6% | -10% | -9% | -8%
CCOC(=O)CC(NC(=O)CCc1c(C)nc2c(-c3ccccc3)c(C)nn2c1C)c1ccc(OC(C)C)cc1 (centres undefined) | -11% | -25% | -10 | -10%[59 µM] | 1% | 41%[activator] | 3% | 4% | 6%
COc1cc2[nH]c(=S)n(C3CC3)c(=O)c2cc1OC | -5% | -7% | 1 | 18µM* | -29% | 49%[activator] | ? | -2% | -2%
CCOc1cc(C(=O)Nc2ccc(N3CCN(S(C)(=O)=O)CC3)cc2)cc(OCC)c1OCC | -4% | -7% | -9 | 18%[59 µM] | 7% | 33% | 5% | -2% | -6%
CC(C)(CN1CCCC1)NS(=O)(=O)c1ccccc1 | -16% | 1% | -4 | -20%[2.33 µM] | -2% | 30% | 12% | -1% | -7%
COc1ccc(S(=O)(=O)Nc2ccc(N3CCOCC3)cc2)cc1Br | ? | 2% | -5 | 10µM* | ? | -17% | 49%[activator] | i | 2%
COc1cc(CN(C(=O)COc2ccc(C)c(C)c2)c2ccccn2)cc(OC)c1OC | -16% | nt | 1 | 10%[59 µM] | -17% | 7% | 3% | nt | -11%
CCCCOc1ccc(-n2nc(C)cc2C)nn1 | 5% | -12% | -1 | 3% | 12% | 44%[activator] | -1% | -3% | 0%
COc1cccc(-n2c(=O)c3c4c(sc3n(Cc3ccc(F)cc3Cl)c2=O)CCCC4)c1 | -13% | -9% | -1 | 13%[59 µM] | 1% | 53%[activator] | -6% | 0% | -1%
Cc1cc(=O)[nH]c(SCc2csc(-c3ccccc3)n2)n1 | -8% | -4% | -3 | 18%[59 µM] | 11% | 17% | 9% | -7% | 2%
O=C(NCCCn1ccnc1)Nc1ccc2c(c1)OCO2 | -21% | -6% | 15 | 4%[2.33 µM] | -25% | 37% | 22% | i | ?
CCOc1ccc(-n2c(SCC(=O)Nc3ccc(CC)cc3)nc3c(oc4ccccc43)c2=O)cc1 | -22% | -3% | -5 | 1%[59 µM] | 5% | 20% | 1% | -5% | 13%
CN1CCN(S(=O)(=O)c2ccc(Nc3ccc(F)cc3)c([N+](=O)[O-])c2)CC1 | ? | 5% | -3 | 56µM* | ? | -26% | 2% | 1% | 6%
CCCNC(=O)c1ccccc1NC(=O)Cc1ccc(OC)c(S(=O)(=O)N2CCOCC2)c1 | -1% | -21% | -4 | -10% | 12% | 20% | -6% | 2% | -1%
O=C(NC1CCSC1=O)c1cccc(Cl)c1 (centres undefined) | 1% | -11% | -2 | 1% | 12% | 27% | -14% | -9% | 0%
O=C(NC1CCCC1)c1ccc2c(c1)N(Cc1ccccc1)C(=O)c1ccccc1S2 | -18% | -5% | -4 | -23%[59 µM] | -7% | 23% | 0% | -9% | 23%
CC(C)CC(COCc1ccc(C(F)(F)F)cc1)N1CCN(C(=O)c2ccc(C(F)(F)F)cc2)CCC1=O (centres undefined) | -22% | -22% | 3 | ? | -22% | 38%[activator] | -4% | -3% | 7%
O=C(CC1C(=O)NCCN1Cc1cccc(Oc2ccccc2)c1)NCCc1cnccn1 (centres undefined) | -25% | -1% | -5 | nt | -10% | 42%[activator] | 3% | 6% | 6%
O=C(Cn1nc(-c2cccc(Cl)c2)ccc1=O)NCC1COCCO1 (centres undefined) | 3% | -24% | 0 | -5% | 79µM* | 41%[activator] | -7% | -5% | -3%
C/C(=N/Oc1nc(C)cc(C)n1)c1ccc(Br)cc1 | 6% | -24% | -3 | 9% | -13% | 53% | -1% | -8% | -8%
O=C(NNC(=O)c1cc(-c2ccncc2)nc2ccccc12)c1cccc(Cl)c1 | -9% | -15% | -1 | -7% | ? | 50%[activator] | 0% | -1% | 28%
COc1ccc2c(c1OC)C(=O)N(c1cccc(C(F)(F)F)c1)C2 | 6% | -13% | 8 | 1%[12.7 µM] | -4% | 26% | 16% | -4% | 3%
COc1ccccc1CCNC(=O)C1CCC(=O)N(Cc2ccccc2OC)C1 (centres undefined) | -8% | -13% | -5 | nt | -3% | 13% | 7% | -4% | 1%
Brc1cccc(CNCCSc2nnnn2-c2ccccc2)c1 | 30% | -13% | -1 | 0%[59 µM] | 62%[activator] | 89%[activator] | 0% | -8% | -6%
Cc1cc2c3c(c1C)C1(C(=O)N3C(C)(C)CC2C)C(C#N)=C(N)Oc2cc(O)ccc21 (centres undefined) | ? | 0% | 0 | -4%[12.7 µM] | -26% | -11% | -11% | nt | 3%
C#CCNC(=O)C1=C[C@H](C)[C@@H](CCCO)[C@H](OCC)O1 | -6% | -6% | 4 | 7%[59 µM] | -11% | 53%[activator] | -5% | 0% | -1%
CC(=O)C1C(c2ccc(OC(F)F)cc2)NC(=O)NC1(O)C(F)(F)F (centres undefined) | 1% | -4% | -5 | -6% | ? | 27% | -1% | 2% | -4%
Cc1sc2ncnc(-n3cnc4ccccc43)c2c1C | -9% | -7% | 8 | -9% | 18% | 11% | 0% | -5% | -1%
Cc1nn(Cc2ccccc2)c(C)c1CNC(=O)c1ccc(F)c(S(=O)(=O)N2CCOCC2)c1 | -9% | -6% | -3 | -14%[12.7 µM] | 9% | 17% | 7% | i | -2%
Cc1ccc(N(C)C(=O)C2CCN(S(=O)(=O)c3ccc4c(c3)CCCN4C(=O)C3CCC3)CC2)cc1 | -12% | -24% | 1 | -3%[59 µM] | -3% | 18%[57 µM] | -3% | -5% | 0%
Cc1ccc(C)c(N2CCN(C(=O)CN3C(=O)COc4ccc(S(=O)(=O)N5CCC(C)CC5)cc43)CC2)c1 | 0% | -10% | 4 | 5%[59 µM] | -19% | 41%[activator] | 0% | 0% | ?
CCCCOc1ccc(-c2nnc(-c3cc[n+](C)cc3)o2)cc1 | -2% | -13% | 1 | -4% | -18% | 30%[activator] | -23% | -10% | -10%
COc1ccc(/C(C)=N/NC(=O)OC(C)(C)C)cc1[N+](=O)[O-] | -13% | -16% | -4 | -4% | -1% | 18% | 4% | -11% | 1%
O=C1NC(Cc2ccccc2)c2nc3cc(Cl)ccc3c(=O)n2-c2ncccc21 (centres undefined) | nt | -5% | 8 | nt | nt | nt | 1% | 9% | nt
Cc1ccc(Cl)cc1NC(=O)c1cc(S(=O)(=O)N2CCOCC2)cn1C | 0%&-6% | -11%&-8% | -2&1 | 7%[59 µM] | 4%&-4% | 29%&28% | 0%&1% | -1%&-8% | -3%&-6%
C/C(=N\NC(=O)CC(C)C)c1ccc(N2CCCCC2)cc1 | -18% | -21% | 0 | -1%[59 µM] | -9% | 24% | 25% | 5% | -7%
CC(C)=CC1C=C(C)C(C)C2C(=O)NNC(=O)C12 (centres undefined) | -7% | 10% | 1 | 13%[0.501 µM] | ? | 22% | 5% | nt | 7%

From PubChem

The list is partial; rates above refer to the full screens.
